Screens (PubChem)
TEAD-YAP inh: TEAD-YAP interaction inhibition | HEK-TIYL cells, TEAD-Gal4/YAP UAS-luciferase luminescence | inhibition, % at 9.12 µM | actives 1.4% (n = 640,000) | AID 1259422; in the data active = inhibition above about 32%;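 note: 0% = median of test compound wells and 100% = reference inhibitor wells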
GPR151 activ: human GPR151 activation | activation, % at 11.2 µM | actives 1% (n = 650,000) | PathHunter beta-arrestin GPR151 cells, luminescence | Q8TDV0 | AID 1508602; in the data active = activation above about 4.9%;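 note: 0% = median of compound wells and 100% = cells with positive control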
Target sequence (Q8TDV0 whole entry, looked up): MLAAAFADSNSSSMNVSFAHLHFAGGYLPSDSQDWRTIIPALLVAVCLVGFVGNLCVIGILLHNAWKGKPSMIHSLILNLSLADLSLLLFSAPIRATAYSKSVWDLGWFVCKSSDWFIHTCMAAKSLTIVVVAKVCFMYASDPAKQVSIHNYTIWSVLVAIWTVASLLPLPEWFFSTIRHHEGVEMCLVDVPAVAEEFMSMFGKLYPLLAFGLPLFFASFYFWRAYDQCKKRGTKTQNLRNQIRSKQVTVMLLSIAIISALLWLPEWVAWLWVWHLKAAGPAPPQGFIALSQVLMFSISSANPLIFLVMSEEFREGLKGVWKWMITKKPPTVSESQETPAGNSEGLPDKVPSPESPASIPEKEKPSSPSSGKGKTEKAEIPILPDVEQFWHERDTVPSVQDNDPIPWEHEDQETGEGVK
FBW7 act: activators of human E3 ligase FBW7. actives 0.13% (n = 650,000). Q969H0. AID 1259310. normalized activity (activation), % at 26.1 µM. AlphaScreen FBW7–phospho-cyclin E peptide binding, activator screen; in the data active = normalized activity above about 1.9%;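 note: purified mutant Fbw7 with reduced substrate affinity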
Target sequence (Q969H0 whole entry, looked up): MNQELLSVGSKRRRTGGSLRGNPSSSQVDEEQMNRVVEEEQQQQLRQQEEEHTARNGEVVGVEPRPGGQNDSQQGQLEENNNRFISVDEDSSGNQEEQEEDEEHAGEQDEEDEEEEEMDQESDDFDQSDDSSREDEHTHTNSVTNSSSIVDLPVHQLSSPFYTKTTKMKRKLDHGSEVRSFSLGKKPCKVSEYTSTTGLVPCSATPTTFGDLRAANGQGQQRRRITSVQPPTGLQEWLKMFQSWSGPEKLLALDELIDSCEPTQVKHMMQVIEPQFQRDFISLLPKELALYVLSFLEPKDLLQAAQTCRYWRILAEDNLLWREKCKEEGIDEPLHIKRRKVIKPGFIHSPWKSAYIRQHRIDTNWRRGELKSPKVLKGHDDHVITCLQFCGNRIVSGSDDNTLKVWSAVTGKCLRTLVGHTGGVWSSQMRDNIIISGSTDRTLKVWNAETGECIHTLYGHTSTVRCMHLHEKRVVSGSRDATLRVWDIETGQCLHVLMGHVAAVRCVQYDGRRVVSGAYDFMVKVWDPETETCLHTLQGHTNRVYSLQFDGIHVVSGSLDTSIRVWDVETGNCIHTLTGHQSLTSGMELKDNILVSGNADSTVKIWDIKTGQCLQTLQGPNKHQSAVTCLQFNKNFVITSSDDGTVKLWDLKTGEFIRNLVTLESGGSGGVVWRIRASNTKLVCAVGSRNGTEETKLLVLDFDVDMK
MITF inh: inhibitors of human MITF; actives 0.91% (n = 650,000); AlphaScreen MITF homodimerization, bead proximity signal; AID 1259374; O75030; inhibition, % at 2.6 µM; in the data active = inhibition above about 50%;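 note: 0% = vehicle wells with protein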
An asterisk follows results filed as active. An unsorted share of the library, and some 3.4% of all compounds hit somewhere here.

What do the screens show for `O=S(=O)(c1cccs1)N1CCN(c2nc3c(F)cc(F)cc3s2)CC1`?
TEAD-YAP inh: -0.2; GPR151 activ: -0.2; FBW7 act: 0.0; MITF inh: 9.4

Results for CN(C)CCN1C(=O)CC(CC(=O)N(C)C(C2CC2)C2CC2)(c2ccccc2Cl)C1=O (configuration not stated) ?
TEAD-YAP inh: 3.1; GPR151 activ: 1.2; FBW7 act: 0.0; MITF inh: 4.9

How did COc1ccc(OCc2nc3ccccc3n2CC(=O)N(c2ccccc2)C(C)C)cc1 do in these assays?
TEAD-YAP inh: 8.0; GPR151 activ: 0.2; FBW7 act: -0.1; MITF inh: 16.6

What do the screens show for `O=C(Nc1ccc([N+](=O)[O-])cc1Cl)c1cccs1`?
TEAD-YAP inh: -33.1; GPR151 activ: 0.5; FBW7 act: -0.2; MITF inh: -3.8

What do the screens show for `CC1=C(C(=O)OCCc2ccccc2)C(c2ccc(Br)cc2)C2=C(CCCC2=O)N1` (configuration not stated)?
TEAD-YAP inh: 3.2; GPR151 activ: -0.7; FBW7 act: -0.1; MITF inh: -13.3

Results for CNC(NC(=O)c1ccc(Cl)cc1)C(Cl)(Cl)Cl (configuration not stated) ?
TEAD-YAP inh: 2.7; GPR151 activ: 0.2; FBW7 act: -0.2; MITF inh: -0.6

Results for O=C(CN(Cc1ccc(Cl)cc1)S(=O)(=O)c1ccccc1)N1CCCC1 ?
TEAD-YAP inh: -3.7; GPR151 activ: -0.3; FBW7 act: -0.1; MITF inh: -11.0

Results for CC1=C(C(=O)OCc2ccc(C)cc2)C(c2ccccc2OC(C)C)NC(=O)N1 (configuration not stated) ?
TEAD-YAP inh: 7.3; GPR151 activ: 1.3; FBW7 act: -0.3; MITF inh: 3.1

How did Cc1ccc(NC(=O)C2CC(=O)OC23CCCCC3)c([N+](=O)[O-])c1 (configuration not stated) do in these assays?
TEAD-YAP inh: -6.7; GPR151 activ: 0.9; FBW7 act: 0.1; MITF inh: -6.4

Results for COc1ccc(CN2CCNC(=O)C2CC(=O)NC2Cc3ccccc3C2)c(C)c1C (configuration not stated) ?
TEAD-YAP inh: 0.7; GPR151 activ: -0.9; FBW7 act: 0.2; MITF inh: 15.7

What do the screens show for `CC(C)NC(=O)C1CC(Cc2cccc3ccccc23)=NO1` (configuration not stated)?
TEAD-YAP inh: -64.5; GPR151 activ: -0.9; FBW7 act: 0.1; MITF inh: -6.0

Results for COC(=O)c1[nH]nc(C(=O)c2nc(Cl)ccc2Cl)c1C(=O)OC ?
TEAD-YAP inh: 6.8; GPR151 activ: -0.3; FBW7 act: 0.1; MITF inh: 8.1

What do the screens show for `O=C(COC(=O)c1ccc2c(c1)S(=O)(=O)N=C1CCCCCN12)NCc1cccs1`?
TEAD-YAP inh: -4.0; GPR151 activ: 2.1; FBW7 act: 0.2; MITF inh: 0.6

What do the screens show for `CCOC(=O)Cn1nc([N+](=O)[O-])cc1C`?
TEAD-YAP inh: -1.8; GPR151 activ: -2.1; FBW7 act: 0.1; MITF inh: 4.9

How did Cc1ccc(NC(=O)Nc2nnc(N3CCCCC3C)s2)cc1Cl (configuration not stated) do in these assays?
TEAD-YAP inh: 7.5; GPR151 activ: -1.0; FBW7 act: -0.1; MITF inh: 7.7

Results for COc1ccc(C(=O)C[N+]2=C(C)c3ccc(C)n3CC2)cc1 ?
TEAD-YAP inh: -5.6; GPR151 activ: -1.0; FBW7 act: 0.0; MITF inh: 10.2

How did C/C(CC(=O)Nc1cccc(Cl)c1Cl)=N\NC(=O)c1cccc(C)c1O do in these assays?
TEAD-YAP inh: -6.3; GPR151 activ: 0.5; FBW7 act: -0.1; MITF inh: 14.3

How did Cc1cc(Nc2ccc3c(c2)OCO3)nc(Nc2cccc(N(C)C)c2)n1 do in these assays?
TEAD-YAP inh: 2.3; GPR151 activ: 3.9; FBW7 act: -0.2; MITF inh: 26.4

How did O=C(Nc1ccc(Cl)cc1)N[C@H]1C[C@H]2C(=O)N[C@@H](COCc3ccccc3)C(=O)N2C1 do in these assays?
TEAD-YAP inh: -6.5; GPR151 activ: -0.4; FBW7 act: 0.0; MITF inh: -0.2

What do the screens show for `O=C(/C(N=Nc1ccccc1)=C(\O)C(F)(F)F)C1CC1`?
TEAD-YAP inh: 1.7; GPR151 activ: 3.5; FBW7 act: -0.1; MITF inh: 3.6

What do the screens show for `COc1ccc(-n2c(C)c(C)n3c4c(=O)n(CC(C)=O)c(=O)n(C)c4nc23)c(OC)c1`?
TEAD-YAP inh: -1.1; GPR151 activ: -0.4; FBW7 act: 0.0; MITF inh: -18.1

Results for CCOC(=O)c1[nH]c2c([N+](=O)[O-])cc(C)cc2c1CCN1C(=O)c2ccccc2C1=O ?
TEAD-YAP inh: 0.1; GPR151 activ: -0.3; FBW7 act: -0.1; MITF inh: -4.6

Results for O=C(/C=C1\NC2(CCCC2)Cc2ccccc21)N1CCOCC1 ?
TEAD-YAP inh: 17.8; GPR151 activ: 1.2; FBW7 act: 0.0; MITF inh: 4.2

What do the screens show for `Nc1c(S(=O)(=O)c2ccccc2)c2nc3ccccc3nc2n1C1CC1`?
TEAD-YAP inh: 10.3; GPR151 activ: -0.6; FBW7 act: 0.2; MITF inh: 0.4

The list goes on, starting with the last 3 of the part before.
Results for CCOC(=O)c1[nH]c2c([N+](=O)[O-])cc(C)cc2c1CCN1C(=O)c2ccccc2C1=O ?
TEAD-YAP inh: 0.1; GPR151 activ: -0.3; FBW7 act: -0.1; MITF inh: -4.6

Results for O=C(/C=C1\NC2(CCCC2)Cc2ccccc21)N1CCOCC1 ?
TEAD-YAP inh: 17.8; GPR151 activ: 1.2; FBW7 act: 0.0; MITF inh: 4.2

What do the screens show for `Nc1c(S(=O)(=O)c2ccccc2)c2nc3ccccc3nc2n1C1CC1`?
TEAD-YAP inh: 10.3; GPR151 activ: -0.6; FBW7 act: 0.2; MITF inh: 0.4

What do the screens show for `CC1=C(C(=O)N2CCC3(CC2)c2ccccc2[C@@H](NC(=O)c2cccnc2)[C@@H]3O)OCCO1`?
TEAD-YAP inh: -6.0; GPR151 activ: -2.0; FBW7 act: 0.0; MITF inh: 9.9

Results for O=C(CCN1C(=O)/C(=C\c2ccccc2F)SC1=S)NC1CCCC1 ?
TEAD-YAP inh: -3.6; GPR151 activ: 2.4; FBW7 act: 0.2; MITF inh: -4.5

Results for Cc1cc(NCCN2CCOCC2)nc(Nc2ccc(C(F)(F)F)cc2)n1 ?
TEAD-YAP inh: -4.7; GPR151 activ: -0.3; FBW7 act: -0.1; MITF inh: 0.5

What do the screens show for `c1ccc2[nH]c(CSc3ncn[nH]3)nc2c1`?
TEAD-YAP inh: -2.7; GPR151 activ: -0.6; FBW7 act: 0.1; MITF inh: 12.7

Results for O=C(Cn1c2ccccc2c(=O)c2ccccc21)OCC(=O)N1CCOCC1 ?
TEAD-YAP inh: 5.1; GPR151 activ: 0.2; FBW7 act: -0.1; MITF inh: 4.1

How did O=C(NC(=S)Nc1ccc(C(=O)O)c(Cl)c1)c1ccco1 do in these assays?
TEAD-YAP inh: -2.4; GPR151 activ: -1.8; FBW7 act: 0.0; MITF inh: -2.2

Results for Cc1ccc([N+](=O)[O-])cc1-c1ccc(/C=C2/C(=O)NC(=O)N(C)C2=O)o1 ?
TEAD-YAP inh: 2.5; GPR151 activ: -0.2; FBW7 act: -0.1; MITF inh: -7.6

Results for CCC(=O)N1c2ccccc2NC2=C(C(=O)CC(C)(C)C2)C1c1ccc(C#N)cc1 (configuration not stated) ?
TEAD-YAP inh: -7.6; GPR151 activ: 1.6; FBW7 act: 0.2; MITF inh: -7.8

Results for CCN(CCCNC(=O)C1CCC(Cn2c(=S)[nH]c3ccsc3c2=O)CC1)c1ccccc1 (configuration not stated) ?
TEAD-YAP inh: -3.3; GPR151 activ: 3.7; FBW7 act: -0.1; MITF inh: 1.3

How did Cn1c(=O)n(C)c2cc(S(=O)(=O)Nc3cccc(Cl)c3)ccc21 do in these assays?
TEAD-YAP inh: 19.6; GPR151 activ: 0.6; FBW7 act: 0.2; MITF inh: 8.1

Results for CCOc1ccc(C(=O)Nc2ccc(N(CC)CC)cc2)cc1 ?
TEAD-YAP inh: -2.8; GPR151 activ: 1.0; FBW7 act: -0.1; MITF inh: 6.9

How did COc1ccc(Nc2nnc(-c3cc4ccccc4oc3=O)s2)cc1OC do in these assays?
TEAD-YAP inh: 2.5; GPR151 activ: 3.3; FBW7 act: -0.1; MITF inh: -4.8

How did Cc1c(NC(=O)OCCN(C)C)sc(=S)n1C do in these assays?
TEAD-YAP inh: 9.3; GPR151 activ: 0.5; FBW7 act: 0.2; MITF inh: -4.3

Results for COc1ccccc1N(CC(=O)NC1CCCCCC1)S(C)(=O)=O ?
TEAD-YAP inh: 14.3; GPR151 activ: 1.4; FBW7 act: -0.1; MITF inh: -4.7

How did O=C(CN1CCc2ccccc2C1)NC12CC3CC(CC(C3)C1)C2 do in these assays?
TEAD-YAP inh: -4.2; GPR151 activ: -0.8; FBW7 act: -0.1; MITF inh: 14.6

How did COC(=O)c1ccc2c(=O)n(CCN3CCOCC3)c(SCc3cc(=O)n4ccccc4n3)nc2c1 do in these assays?
TEAD-YAP inh: 0.5; GPR151 activ: 1.8; FBW7 act: -0.1; MITF inh: -11.1

How did N#CC1(NCCNC2(C#N)CCCCC2)CCCCC1 do in these assays?
TEAD-YAP inh: 2.0; GPR151 activ: 0.8; FBW7 act: -0.2; MITF inh: 14.4

What do the screens show for `CC(=O)c1c(C)[nH]c(C(=O)COC(=O)CSc2ccc3ccccc3c2)c1C`?
TEAD-YAP inh: 3.1; GPR151 activ: -0.6; FBW7 act: 0.0; MITF inh: -4.4

What do the screens show for `O=C(COc1ccccc1)NNC(=O)COc1ccc([N+](=O)[O-])cc1`?
TEAD-YAP inh: 8.0; GPR151 activ: -1.1; FBW7 act: 0.1; MITF inh: 8.3

How did COc1cccc(NS(=O)(=O)c2cc(C(=O)N3CCCCC3)ccc2NCCc2ccc(OC)c(OC)c2)c1 do in these assays?
TEAD-YAP inh: 2.3; GPR151 activ: 0.9; FBW7 act: 0.0; MITF inh: 4.8

How did CCCCNC(=O)C(=O)Nc1nccs1 do in these assays?
TEAD-YAP inh: -25.9; GPR151 activ: 0.8; FBW7 act: -0.4; MITF inh: -9.9

What do the screens show for `CCc1ccc(C(=O)Nn2c(-c3ccc(OC)cc3)nc3ccccc3c2=O)cc1`?
TEAD-YAP inh: -0.2; GPR151 activ: -0.9; FBW7 act: 0.1; MITF inh: 5.0

Results for CC1=C(C(=O)Nc2ccccc2)C(c2cccs2)C(C(=O)Nc2ccccc2)=C(C)N1 ?
TEAD-YAP inh: 4.8; GPR151 activ: -0.4; FBW7 act: 0.1; MITF inh: -3.0

What do the screens show for `COc1ccc(CCNC(=O)C2(c3ccc(F)cc3)CC2)cc1OC`?
TEAD-YAP inh: -7.3; GPR151 activ: -0.2; FBW7 act: -0.1; MITF inh: -0.5

What do the screens show for `Cc1cc(C)c2oc(-c3ccc(NC(=O)c4cccc([N+](=O)[O-])c4)cc3)nc2c1`?
TEAD-YAP inh: -1.6; GPR151 activ: 0.0; FBW7 act: -0.1; MITF inh: -4.9

Results for Cn1c(=O)c(=O)n(C)c2cc(C(=O)NCc3ccccc3Cl)ccc21 ?
TEAD-YAP inh: -7.3; GPR151 activ: 0.2; FBW7 act: 0.2; MITF inh: 46.2

Results for CCn1c(SCC(=O)Nc2ccc(Cl)c(Cl)c2)nnc1-c1ccc2[nH]c(C)c(C)c2c1 ?
TEAD-YAP inh: -1.9; GPR151 activ: 1.8; FBW7 act: -0.1; MITF inh: 7.2

What do the screens show for `CCCCN(C)C(=O)c1cn(CC)c2ccc(S(=O)(=O)N3CCCCC3)cc2c1=O`?
TEAD-YAP inh: 12.2; GPR151 activ: 1.0; FBW7 act: 0.1; MITF inh: -1.9

Results for COc1ccc(Cl)cc1NC(=O)c1ccccc1N(C)S(=O)(=O)c1ccccc1 ?
TEAD-YAP inh: -12.6; GPR151 activ: -0.7; FBW7 act: 0.7; MITF inh: 5.4

How did CCOC(=O)Cn1nnnc1CN(Cc1cc2ccc(C)c(C)c2[nH]c1=O)C1CCCC1 do in these assays?
TEAD-YAP inh: 1.8; GPR151 activ: -0.5; FBW7 act: 0.1; MITF inh: -5.2

What do the screens show for `COCCNC(=O)CN(c1cc(C)cc(C)c1)S(=O)(=O)c1ccccc1`?
TEAD-YAP inh: -6.2; GPR151 activ: 1.0; FBW7 act: 0.5; MITF inh: 7.3

Results for CC(=O)O[C@]1(C(C)=O)CC[C@H]2[C@@H]3C=C(C)C4=CC(=O)CC[C@@H]4[C@H]3CC[C@@]21C ?
GPR151 activ: 0.1; FBW7 act: 0.0; MITF inh: -22.0

Some of these compounds in order of molar mass, smallest number first:
Results for Cn1c(=O)c(=O)n(C)c2cc(C(=O)NCc3ccccc3Cl)ccc21 ?
TEAD-YAP inh: -7.3; GPR151 activ: 0.2; FBW7 act: 0.2; MITF inh: 46.2

Results for CC(=O)O[C@]1(C(C)=O)CC[C@H]2[C@@H]3C=C(C)C4=CC(=O)CC[C@@H]4[C@H]3CC[C@@]21C ?
GPR151 activ: 0.1; FBW7 act: 0.0; MITF inh: -22.0

What do the screens show for `COCCNC(=O)CN(c1cc(C)cc(C)c1)S(=O)(=O)c1ccccc1`?
TEAD-YAP inh: -6.2; GPR151 activ: 1.0; FBW7 act: 0.5; MITF inh: 7.3

What do the screens show for `CCCCN(C)C(=O)c1cn(CC)c2ccc(S(=O)(=O)N3CCCCC3)cc2c1=O`?
TEAD-YAP inh: 12.2; GPR151 activ: 1.0; FBW7 act: 0.1; MITF inh: -1.9

Results for CCn1c(SCC(=O)Nc2ccc(Cl)c(Cl)c2)nnc1-c1ccc2[nH]c(C)c(C)c2c1 ?
TEAD-YAP inh: -1.9; GPR151 activ: 1.8; FBW7 act: -0.1; MITF inh: 7.2
